# Assay outcomes deposited in PubChem BioAssay by National Center for Advancing Translational Sciences (NCATS).
# FEN1 inhibitor = qHTS Assay for the Inhibitors of Human Flap endonuclease 1 (FEN1). P39748. Recombinant FEN1 flap cleavage, fluorescence, 15 min. Potency, µM (highest dose often 114 µM), inactives show at the highest dose activity change, negative = inhibition, hits mostly inhibitors. actives 0.35% (n = 390,000). AID 588795, 2011; further: nearly all actives have a fitted effect of over 65% in size
# Target sequence (P39748 whole entry, looked up): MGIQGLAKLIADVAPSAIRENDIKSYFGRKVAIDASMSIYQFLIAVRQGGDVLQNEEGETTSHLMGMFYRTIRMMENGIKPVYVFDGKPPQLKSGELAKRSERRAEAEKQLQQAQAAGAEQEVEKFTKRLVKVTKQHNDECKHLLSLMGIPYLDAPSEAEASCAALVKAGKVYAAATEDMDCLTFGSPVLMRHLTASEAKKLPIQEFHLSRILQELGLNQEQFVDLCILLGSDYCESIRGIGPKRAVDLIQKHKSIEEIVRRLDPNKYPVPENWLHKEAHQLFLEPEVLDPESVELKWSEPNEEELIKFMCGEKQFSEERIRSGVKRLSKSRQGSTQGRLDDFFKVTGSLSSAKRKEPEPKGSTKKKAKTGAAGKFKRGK
#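 In this screen, 50 nM flap DNA substrate was added to 10 nM FEN1 pretreated with compound for 15 min at room temperature; cleavage was followed with reads at 0 and 15 min, and Hill fitting gave concentration–response parameters.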
# N370S GC = qHTS Assay for Inhibitors and Activators of N370S glucocerebrosidase as a Potential Chaperone Treatment of Gaucher Disease; Lysosomal acid glucosylceramidase (Homo sapiens), P04062; N370S GC spleen homogenate, 4MU-glucoside fluorescence; AID 2101, 2009; Potency, µM (series often up to 59.4 µM), for the others: at the top dose activity change, negative = inhibition, hits mostly inhibitors; actives 0.092% (n = 330,000);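 further: 0% = full enzyme activity and -100% = no enzyme basal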
# TDP1 inh = qHTS Assay for Inhibitors of Tyrosyl-DNA Phosphodiesterase (TDP1) | Tyrosyl-DNA phosphodiesterase 1 (Homo sapiens), Q9NUW8 | recombinant TDP1, AlphaScreen DNA substrate cleavage | Potency, µM (doses to about 130 µM), for inactives: top-dose activity change, negative = inhibition, most hits filed as inhibitors | actives 0.28% (n = 350,000) | AID 485290, 2010; further: nearly all actives have a fitted effect of over 40% in size
# Target sequence (Q9NUW8 whole entry, looked up): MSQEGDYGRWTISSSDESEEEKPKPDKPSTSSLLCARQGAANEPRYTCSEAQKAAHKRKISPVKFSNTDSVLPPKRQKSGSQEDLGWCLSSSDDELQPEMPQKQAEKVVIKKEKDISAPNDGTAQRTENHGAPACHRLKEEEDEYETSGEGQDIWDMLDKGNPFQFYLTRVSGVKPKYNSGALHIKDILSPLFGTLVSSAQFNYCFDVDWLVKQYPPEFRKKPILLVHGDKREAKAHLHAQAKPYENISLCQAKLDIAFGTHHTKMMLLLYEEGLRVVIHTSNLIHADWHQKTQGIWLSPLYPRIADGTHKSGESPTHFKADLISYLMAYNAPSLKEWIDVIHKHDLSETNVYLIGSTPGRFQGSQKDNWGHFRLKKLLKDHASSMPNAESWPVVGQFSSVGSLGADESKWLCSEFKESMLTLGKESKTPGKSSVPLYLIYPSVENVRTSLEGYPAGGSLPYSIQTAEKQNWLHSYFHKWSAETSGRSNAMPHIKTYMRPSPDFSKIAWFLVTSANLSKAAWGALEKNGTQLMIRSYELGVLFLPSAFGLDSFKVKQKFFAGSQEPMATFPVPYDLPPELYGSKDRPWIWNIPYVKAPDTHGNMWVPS
#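 AlphaScreen read-out: signal falls as enzyme removes the 3' tyrosine-FITC from a 5'-biotinylated DNA oligo (15 nM, 5 min, RT). Enzyme was E. coli-made recombinant Tdp1 at 1 nM, exposed to compound for 15 min beforehand; beads 10 ug/ml, 10 min.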
# * marks the source's active call; other numbers are inactive results; ? = inconclusive; nt = no result given; & = joins results of further samples; [ ] = another dose, or the depositor's remark. The call rests on the fitted dose curve; in most records, active means well fitted curve in the direction sought with a large enough effect; inconclusive means small, poorly fitted or top-dose-only effect, or another doubt; inactive means no such curve, though single readings can be large; an effect the other way counts as inactive or inconclusive. Unless noted, on the % scale 0 is the no-effect control and ±100 the full control effect; potency means the concentration at half of the fitted maximal effect. No enrichment for hits; about 0.53% have a hit in one of these screens.
SMILES,FEN1 inhibitor,N370S GC,TDP1 inh
COc1ccc(-c2noc(-c3ccccc3F)n2)cc1,13%,2%,-3%
CCN(CC)C(=O)C1CCCN(c2ccc([N+](=O)[O-])cc2/C=N/NC(=O)c2cccc(O)c2)C1 (stereo not drawn),-21%,2%,4%
COc1cc(C(O)P(=O)(OC(C)C)OC(C)C)cc(OC)c1OC (stereo not drawn),2%,11%,-2%
CC(C)CCN=CC1=C(O)CC(c2ccccc2)CC1=O (stereo not drawn),-4%,3%,1%
COc1ccc(/C=C/c2cc(C(=O)O)c3ccccc3n2)cc1,-3%,4%,-1%
COc1ccccc1CNC(=O)C1CC(c2cccc([N+](=O)[O-])c2)=NO1 (stereo not drawn),-3%,-5%,4%
Cn1c(-c2ccc(F)cc2)cnc1NCc1cc2c(cc1[N+](=O)[O-])OCO2,8%,4%,-3%
CCc1nnc(NC(=O)CCNC(=O)c2ccco2)s1,-1%,-8%,nt
CCCOc1cc(C)c(S(=O)(=O)N2CCN(C)CC2)cc1C,-4%,2%,6%
COc1ccc(C)cc1NC(=O)COC(=O)c1ccc(OCc2ccc(Cl)cc2Cl)c(OC)c1,-2%,7%,-1%
Cc1nonc1C1CCCN1Cc1cn[nH]c1-c1ccc(-c2ccccc2)cc1 (stereo not drawn),-11%,0%,nt
COc1ccc(CC(NC(C)=O)C(=O)NC2CCN(C(=O)C3CCCCC3)CC2)c(OC)c1 (stereo not drawn),0%,-8%,11%
COc1ccc(OC)c(NC(=O)c2oc3ccccc3c2NC(=O)C2CC2)c1,16%,-4%,3%
COc1cccc(NC(=O)c2cccc(C(=O)Nc3cccc(OC)c3)c2)c1,-2%,5%,nt
COc1cc(C(=O)Nc2ccc(C(N)=O)cc2)c([N+](=O)[O-])cc1OC,-13%,-1%,11%

# Entries of single compounds, looked up by structure. Values in the order: FEN1 inhibitor | N370S GC | TDP1 inh
# Profile of `COc1ccc(-c2noc(-c3ccccc3F)n2)cc1` : 13% | 2% | -3%
# Profile of `COc1ccccc1CNC(=O)C1CC(c2cccc([N+](=O)[O-])c2)=NO1` (stereo not drawn) : -3% | -5% | 4%

# Additional entries
SMILES,FEN1 inhibitor,N370S GC,TDP1 inh
Cc1c(C(=O)N2CCOCC2)[nH]c2c1C(=O)CC(c1ccc(Cl)cc1)C2 (stereo not drawn),1%,5%,2%
O=C(COc1ccc2c(c1)OCO2)Nc1ccc(Cl)cn1,12%,0%,-4%
O=C(CNC(=O)c1cccs1)OCC(=O)c1ccc(Br)cc1,2%,10%,4%
NCCCCCc1nnc(SCC(=O)Nc2cccc(Cl)c2)o1,1%,1%,8%
Cc1nc2ccc(NC(=O)c3ccco3)cc2s1,2%,-8%,5%
CCc1ccc(N(C(=O)c2csnn2)C(C(=O)NC2CCCC2)c2cccnc2)cc1 (stereo not drawn),-3%,-18%,6%
Cc1ccc(SC/C(O)=C(\C#N)c2nc3ccccc3s2)cc1,0%,3%,6%
Cc1c(C)n(CCC#N)c2ccc(Cl)cc12,16%,9%,10%
COc1cc(NC(=O)c2ccc(Cl)cc2)c2ncccc2c1,-2%,2%,nt
CCCCNC(=O)c1cn(-c2ccc(OCC)cc2)c(=O)c2cc(OC)c(OC)cc12,-3%,-14%,3%
Cc1ccc(C(O)(C(=O)NN(C(=O)c2ccccc2)c2ccccc2)c2ccc(C)cc2)cc1,5%,19%,0%
Cc1ccc(NC(=O)CSc2nnc(-c3ccc(Br)cc3)o2)c(C)c1,0%,nt,5%
COc1ccc(CN2C(=O)/C(=C/c3ccc(-c4ccc(Cl)c(C(=O)O)c4)o3)SC2=S)cc1,nt,-1%,-5%
COc1cccc(C(=O)Nc2ccc3c(c2)C(=O)N(CCC(=O)O)C3=O)c1,11%,27%,3%
COc1ccccc1C1CC(c2ccc(Cl)cc2)Nc2nc(N)nn21 (stereo not drawn),-10%,-2%,6%
O=C(Cc1ccccc1)N[C@H](c1ccccc1)P(=O)(O)CO,-1%,-18%[2.35 µM],-2%
O=C(COC(=O)c1ccccc1Nc1ccccc1F)c1ccccc1,-1%,9%,nt
Cc1nc(Nc2ccncc2)c2oc3ccccc3c2n1,45µM*,0%,4%
COc1ccc(/C=C(/C(=O)Nc2ccccc2C(=O)NC(C)C)c2ccccc2)cc1,-22%,-3%,4%
Cc1cccc(CSc2nnc3[nH]c(=O)cc(-c4ccccc4)n23)c1,14%,nt,3%
CCCN(CCO)Cc1cccc(Cl)c1,0%,26%,-4%
O=C(Oc1ccccc1C(=S)N1CCOCC1)c1ccccc1,9%,2%,2%
O=C(NCc1ccco1)/C(=C/c1ccc(F)cc1)NC(=O)c1ccccc1,12%,-1%,8%
CCC1CN(C(=O)N2CCC(C(=O)Nc3cc(C)ccc3C)CC2)c2ccccc2O1 (stereo not drawn),19%,nt,6%
Cc1c(OCC(=O)NCC(O)c2ccccc2)ccc2c(-c3ccccc3)cc(=O)oc12 (stereo not drawn),-11%,-1%,nt
Cc1ccc2nc(CCc3nc4ccc(C)cc4[nH]3)[nH]c2c1,0%,5%,nt
Cc1cc(NC(=O)CCC(=O)N(c2ccccc2)C(C(=O)NC2CCCC2)c2ccccc2)no1 (stereo not drawn),1%,-10%,0%
CCn1c(SCC(=O)c2ccccc2)nnc1-c1cccnc1,11%,7%,-3%
Cc1oc(-c2ccc(Cl)cc2)nc1Cn1c(=O)cc(C)c2c(C)nn(-c3cccc(F)c3)c21,-1%,nt,-3%
CCN=C1S/C(=C/c2ccc(-c3ccc(Cl)cc3C(=O)O)o2)C(=O)N1CC,?,-7%,nt
Cc1cccn2c(=O)c(C(=O)NCc3ccc(F)cc3)c(O)nc12,7%,nt,0%
COc1cccc(NC(=O)CCSc2ccc3ccccc3n2)c1,-5%,16%,-1%
CCCCCCN(C(=O)CCCCCN1C(=O)NC(C2CC2)C(C(=O)OCc2ccccc2)=C1C)C(C(=O)NCCCC)c1ccc(OCC(=O)OC)c(C(=O)OC)c1 (stereo not drawn),nt,-14%,5%
FC(F)(F)c1cc(Nc2nc3ccccc3c3nncn23)ccc1Cl,-11%,nt,-2%
Cc1cccc(/C=N/NC(=O)c2ccc(NC(=O)c3cccc(Cl)c3)cc2)n1,-12%,-11%,nt
O=c1cc(C(F)(F)F)nc(-c2ccccc2OC(F)(F)F)[nH]1,-5%,-16%,-3%
O=S(=O)(/C=C/c1ccccc1)N1CCNCC1,-2%,-3%,nt
Cc1ccccc1OCC(O)CN1CCN(CC(O)COc2ccccc2C)C(C)C1 (stereo not drawn),-1%,-5%,nt
CCCOc1ccc(/C=C2\SC(=S)N(CC3CCCO3)C2=O)cc1 (stereo not drawn),-17%,4%,4%
Nn1cnnc1SCC(=O)Nc1ccc2c(c1)OCCO2,7%,-1%,1%
CC(C)CNC(=S)Nc1ccc(F)cc1,-2%,6%,3%
C/C(=N/NC(=O)CN1CCN(Cc2ccccc2Cl)CC1)c1cccnc1,-3%,0%,4%
CC1CCN(c2ccc(NC(=O)c3ccc(Br)o3)cc2)CC1,5%,28%,3%
COC(=O)C1SCC2C(=O)N(Cc3ccc(Cl)c(Cl)c3)CC(=O)N21 (stereo not drawn),-5%,5%,5%
Cc1ccc(NC(=O)Cc2c(F)cccc2Cl)cc1S(=O)(=O)N1CCOCC1,-12%,nt,1%
CCn1c(SCC(=O)NC(C)(C)C)nnc1-c1ccncc1,1%,5%,3%
O=C(NCCc1ccccc1)C1CCN(c2nc3ccccc3o2)CC1,-13%,?,6%
CCOC(=O)c1ccc(NC(=O)CCn2ccc(C)n2)cc1,14%,nt,3%
Cc1ccc(C(O)c2ccncc2)cc1 (stereo not drawn),6%,20%,0%
COc1ccccc1CC(=O)N1CCN(c2cccc(Cl)c2)CC1,6%,4%,nt
C/C(=N\NC(=O)Cn1ccc(C(F)(F)F)n1)c1ccco1,6%,-17%,3%
Cc1cccc(-n2c(=O)c3c4c(sc3n3c(=S)[nH]nc23)CCC4)c1,14%,9%,-1%
O=C(NN1CCOCC1)C12CC3CC(CC(C3)C1)C2,-2%,0%,8%
O=C(c1ccc(CNS(=O)(=O)c2ccccc2)cc1)N1CCN(Cc2ccccc2)CC1,3%,1%,0%
CC(C)CCN1CCC(Cc2ccccc2)(NC(=O)c2ccccc2)C1=O (stereo not drawn),19%,nt,1%
CCCCN1C(=O)C(=O)N(CC(=O)c2cc(C)n(-c3cc(C)on3)c2C)C1=O,-14%,nt,6%
Cc1ccccc1OCCC(=O)OCC(=O)NC(=O)c1ccccc1,-5%,6%,-3%
CC(=O)Nc1cccc(NC(=S)Nc2cccc3ccccc23)c1,-17%,-17%,5%
CC1(C)Cc2c(sc(NC(=O)C(=O)N3CCCCC3)c2C(N)=O)CO1,-3%,7%,4%
Cc1occc1-c1nnc(SCC(=O)N2CC(=O)Nc3ccccc32)n1CC(C)C,-2%,0%,0%

# By substructure, the compounds so far with a nitro group on carbon (4)
SMILES,FEN1 inhibitor,N370S GC,TDP1 inh
CCN(CC)C(=O)C1CCCN(c2ccc([N+](=O)[O-])cc2/C=N/NC(=O)c2cccc(O)c2)C1 (stereo not drawn),-21%,2%,4%
COc1ccccc1CNC(=O)C1CC(c2cccc([N+](=O)[O-])c2)=NO1 (stereo not drawn),-3%,-5%,4%
Cn1c(-c2ccc(F)cc2)cnc1NCc1cc2c(cc1[N+](=O)[O-])OCO2,8%,4%,-3%
COc1cc(C(=O)Nc2ccc(C(N)=O)cc2)c([N+](=O)[O-])cc1OC,-13%,-1%,11%

# Continuation.
SMILES,FEN1 inhibitor,N370S GC,TDP1 inh
Cc1nn(-c2ccccc2)c(C)c1NC(=O)COc1ccc(C#N)cc1,-8%,-24%,3%
COc1ccc(OCc2cc(-c3ccc(Cl)cc3)no2)cc1,13%,5%,-3%
CCCC(=O)c1cc2c(cc1NC(=O)CC)OCCO2,16%,13%,2%
COC(=O)CNc1nc(Cl)nc(N2CCC(C)CC2)n1,11%,5%,nt
CN(C)/C=C/C(=O)c1cnc2n(c1=O)CCS2,16%,-13%,0%
CCOc1ccc(CCNC(=O)CSc2cc(=O)n(C)c3ccccc23)cc1OCC,14%&14%,10%,2%&0%
CS(=O)(=O)CCCCN=C=S,nt,-26%,-4%
Cc1ccc(S(=O)(=O)N2CCN(C(=O)CCCOc3ccc(Cl)cc3C)CC2)cc1,6%,-4%,-11%
COc1ccc(-n2nnc(-c3nsc(NC(=O)c4cccc(C)c4)n3)c2C)cc1OC,-15%,nt,-8%
S=C(Nc1ccc2nc(-c3ccccn3)c(-c3ccccn3)nc2c1)N1CCCCCC1,-19%,4%,4%
Cc1cc(C)nc(SC2CCCCC2O)n1 (stereo not drawn),0%,16%,5%
COc1ccc(S(=O)(=O)N2CCOCC2)cc1C(=O)NC1CCCCCC1,0%,nt,1%
Nc1nc(N2CCN(C/C=C/c3ccccc3)CC2)nc2ccccc12,-12%,-13%,4%
O=C(NCCc1cccc(Cl)c1)c1cccc([N+](=O)[O-])c1,-10%,-1%,0%
CC(C)NC(=O)CC(=O)N/N=C/c1ccc(F)cc1,9%,1%,2%

# Marked active in FEN1 inhibitor, among the entries above:
SMILES,FEN1 inhibitor,N370S GC,TDP1 inh
Cc1nc(Nc2ccncc2)c2oc3ccccc3c2n1,45µM*,0%,4%

# Individual results from the list:
# For TDP1 inh, Nc1nc(N2CCN(C/C=C/c3ccccc3)CC2)nc2ccccc12 has 4%
# For N370S GC, S=C(Nc1ccc2nc(-c3ccccn3)c(-c3ccccn3)nc2c1)N1CCCCCC1 has 4%
# For FEN1 inhibitor, COC(=O)CNc1nc(Cl)nc(N2CCC(C)CC2)n1 has 11%
# For FEN1 inhibitor, COc1ccc(OCc2cc(-c3ccc(Cl)cc3)no2)cc1 has 13%

# Next records
SMILES,FEN1 inhibitor,N370S GC,TDP1 inh
CCOC(=O)C1CCN(S(=O)(=O)c2ccc3[nH]c(=O)oc3c2)CC1,-14%,-10%,5%
O=C(CCN1C(=O)C2C3CCC(C3)C2C1=O)Nc1ccc([N+](=O)[O-])cc1 (stereo not drawn),1%,4%,0%
Cn1nnnc1SCCCNCc1cccc(OCc2ccc(F)cc2)c1,13%,nt,-2%
O=S(=O)(NCCSc1nc2ccccc2o1)c1ccccc1,1%,9%,2%
COc1ccc(NC(=O)CSc2nc3ccccc3c(=O)n2CCCN2CCOCC2)c(OC)c1,-15%,-5%,0%
O=[N+]([O-])c1ccc(/C=N/NC(=S)Nc2ccccc2C(F)(F)F)o1,0%,0%,5%
Cc1ccc(-c2nnn(CC(=O)N(CC(=O)NC3CCCC3)c3ccc(F)c(Cl)c3)n2)o1,4%,-18%,5%
CCOc1ccc(CNC(=O)c2cc(-c3ccc(Cl)s3)nc3ccccc23)cc1,-2%,nt,-1%
CCc1ccccc1NC(=O)Cn1c(=O)c2cccn2c2ccc(F)cc21,17%,nt,1%
Cc1cc(CSc2ccccc2)ccc1NC(=O)c1ccc(Br)cc1,-5%,5%,3%
